Screening results from PubChem.
UTI89 phage lysis = protection from phage-mediated lysis, alamar blue read-out – E. coli UTI89, K1F phage, bacterial capsule biogenesis inhibitors (AID 488966); E. coli UTI89 K1F phage lysis, alamar blue, 2 h; higher % means a stronger effect; 0.02% of 340,000 active; inhibition, % at 100 µM, or IC50 in µM where a hit was titrated;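 active = phage lysis inhibition, versus mean bacterial control, above a set limit; inconclusive = no clear call, values can overlap the other calls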;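 note: capsule biogenesis inhibitors block K1F phage lysis so surviving cells raise fluorescence; higher fluorescence means more inhibition of phage lysis; actives were called in the ten point dose series up to 300 µM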
Myeloid diff MLP = myeloid differentiation induction; ER-HoxA9 myeloid progenitors, lysozyme-GFP differentiation, flow cytometry; calls only at 10 µM; 1% of 360,000 active;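 active = normalized GFP-positive differentiation at or above the plate's own cutoff, the solvent-only control mean plus 3 SD; inconclusive = no clear call, values can overlap the other calls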;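 note: cells exposed to compound for four days before flow analysis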
Hep lipid drop = hepatic lipid droplet formation modulation; 0.4% of 240,000 active; inhibition, % at 6.5 µM; AML12 mouse hepatocytes, oleate lipid droplets, BODIPY imaging; AID 1656;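 active = lipid droplet intensity inhibited by at least 50%, with more than 500 cells counted; inconclusive = wells with under 300 cells, treated as cytotoxic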
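Test system: AML12 mouse liver cells; schedule: overnight exposure; technique: high-content imaging of BODIPY-stained droplets and DAPI nuclei; read-out: % inhibition of corrected integrated BODIPY droplet signal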
Hep lipid drop cells 6.5 µM = second read-out of Hep lipid drop, no call of its own (marks repeat the call); cell count; measured here: cell count, cytotoxicity flag;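 cells counted across two imaged fields per well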
Myeloid diff MLP GFP+ MAC1+ % = also measured in Myeloid diff MLP; calls as there; GFP+ MAC1+ double positive, %; measured here: differentiation confirmed by MAC1 staining
* = called active by the depositor; i = inactive; ? = inconclusive; . = not tested or not shown; [ ] = remark or other dose. An excerpt (hit frequency here may not be typical).

SMILES	UTI89 phage lysis	Myeloid diff MLP	Myeloid diff MLP GFP+ MAC1+ %	Hep lipid drop	Hep lipid drop cells 6.5 µM
COc1ccc(C(=O)NCc2nnc(SCC(=O)NC3=NCCS3)n2C)cc1	0.3%	i	1.3	-10.1	699
O=C(Nc1ccccc1OC(F)F)c1ccc(S(=O)(=O)N2CCOCC2)cc1	0.0%	i	0.3	-2.6	788
COc1ccc(CN2CCNC(=O)C2CC(=O)NCCC2=CCCCC2)c(F)c1 (stereo unspecified)	0.4%[50 µM]	i	1.9	-8.3	700
COc1ccccc1NC(=O)CCSc1nc(C)cs1	-0.2%	i	0.5	-0.2	841
Cc1c(CNCCc2ccccc2)c(C(=O)O)c(C)n1-c1ccccc1	-0.1%	i	0.5	3.9	655
CCCCN(C(=O)c1ccccc1OCc1ccc(F)cc1)c1c(N)n(CCC)c(=O)[nH]c1=O	0.0%	i	3.7	9.0	747
CN(CC1CCOCC1)C(=O)c1ccc2nc(Cc3cccc(Cl)c3)oc2c1	0.2%	?	.	-18.1	657
CCN(CC)CCCN(Cc1cc2cc3c(cc2[nH]c1=O)OCO3)C(=S)NCCCOC	0.1%	i	1.0	-1.4	868
COC(=O)c1ccc(C2/C(=C(\O)c3ccc4c(c3)OCCO4)C(=O)C(=O)N2CCCN2CCOCC2)cc1 (stereo unspecified)	0.6%	i	1.8	9.7	699
CCn1cc(/C=C(\NC(=O)c2ccc(C)cc2)C(=O)NCCN2CCOCC2)c2ccccc21	-0.4%	i	1.1	-0.6	661
Cc1cccnc1NC(=O)CCNC(=O)c1ccccc1Cl	0.9%[50 µM]	i	1.1	-2.6	598
O=C(NCCCN1CCOCC1)c1ccc2nc(Cc3cccc(Cl)c3)oc2c1	1.4%[50 µM]	i	1.0	-7.4	655
O=C(Nc1cccc(Cl)c1)c1cccc(N2C(=O)C3CC=CCC3C2=O)c1 (stereo unspecified)	1.3%	i	0.2	-1.8	838
CCCCOc1ccc(C(=O)N2CCNC(=O)C2)cc1	0.5%	i	0.5	-23.0	784
CSc1nsc(SCC(=O)Nc2cccc(NC(C)=O)c2)n1	0.0%	i	0.7	-12.5	752
Cc1nnc(Nc2ccc(F)cc2)c2ccccc12	0.5%	i	0.6	-1.9	784
O=C(Nc1ccc(F)cc1F)c1cc(-c2ccco2)nc2ccccc12	-0.3%	i	0.9	-2.9	772
CCCc1cc(=O)oc2cc(C)cc(OCC(=O)NCCN3CCOCC3)c12	0.1%	i	0.0	-1.1	741
O=[N+]([O-])c1ccccc1N/N=C/c1ccccc1	0.0%	i	0.3	26.7	801
Cc1ccccc1NC(=O)CCCCCN1C(=O)[C@@H]2Cc3ccccc3CN2C1=O	0.6%	i	2.2	4.4	700

The final four records of the part before lead into the next:
SMILES	UTI89 phage lysis	Myeloid diff MLP	Myeloid diff MLP GFP+ MAC1+ %	Hep lipid drop	Hep lipid drop cells 6.5 µM
O=C(Nc1ccc(F)cc1F)c1cc(-c2ccco2)nc2ccccc12	-0.3%	i	0.9	-2.9	772
CCCc1cc(=O)oc2cc(C)cc(OCC(=O)NCCN3CCOCC3)c12	0.1%	i	0.0	-1.1	741
O=[N+]([O-])c1ccccc1N/N=C/c1ccccc1	0.0%	i	0.3	26.7	801
Cc1ccccc1NC(=O)CCCCCN1C(=O)[C@@H]2Cc3ccccc3CN2C1=O	0.6%	i	2.2	4.4	700
Cc1ccc(S(=O)(=O)CCSc2n[nH]c(=O)n2-c2ccc3c(c2)OCCO3)cc1	1.1%	i	0.7	-0.1	714
CCOCCCN(CCC#N)C(=O)C1CCN(S(=O)(=O)c2ccc(-n3cnnn3)cc2)CC1	0.1%	i	3.1	7.6	811
COc1ccccc1-n1c(SCC(=O)N2CCCCC2)nc(O)c(Cc2ccccc2)c1=O	0.2%	i	1.0	6.1	719
Brc1cccc(CN2CCN(c3ncccn3)CC2)c1	-0.2%	i	0.6	-3.4	804
CSc1ccc(/C=N/S(=O)(=O)c2ccccc2)cc1	0.3%	i	1.1	-1.2	839
CC1C(=O)N2CCCc3cc(S(=O)(=O)NCc4ccc(Cl)cc4)cc1c32 (stereo unspecified)	0.6%	i	0.6	-6.0	672
CCc1nnc(NC(=O)CC23CC4CC(CC(C4)C2)C3)s1	0.5%	i	1.0	15.9	751
CC1CCCCC1NC(=O)c1nn(C)c2c1CS(=O)(=O)c1ccccc1-2 (stereo unspecified)	0.2%	i	6.7	-2.0	706
CSCC[C@H](NC(=O)c1cccs1)C(=O)N1CCC2(CC1)NCCc1[nH]cnc12	0.5%	i	2.1	-1.7	691
CNC[C@@H](Cc1ccccc1)NC[C@@H](CC1CCCCC1)NCCCc1ccccc1	-8.7%	?	.	-3.9	738
COc1ccc(-c2nnc(SCC(=O)N3CCCC3)o2)cc1	0.2%	i	0.3	4.2	827
N/C(=N\OC(=O)CSc1ccccc1)c1ccncc1	-0.1%	i	0.8	1.0	541
CCn1cc(C(=O)NCCc2ccc(OC)c(OC)c2)c(=O)c2cc(S(=O)(=O)N3CCOCC3)ccc21	-0.3%	i	2.9	-0.1	793
COc1cccc(CN(C)C(=O)c2ccc(NS(=O)(=O)c3ccc4[nH]c(=O)[nH]c4c3)cc2)c1OC	0.0%	i	0.6	6.9	839
Cc1ccc2c(c1)N(CC(=O)N1CCCC(C)C1)C(=O)CO2 (stereo unspecified)	0.5%	i	3.2	-4.9	835
Cc1cc2cccc(C)c2nc1SCC(=O)NC1CCCCC1	0.5%	i	0.5	-3.4	828
COc1cc(/C=C/[N+](=O)[O-])ccc1OC(=O)/C=C/c1ccc(F)cc1	-1.4%	i	0.8	5.0	799
Cc1cc(C)c(S(=O)(=O)c2cccc(Br)c2C)c(Cl)n1	-0.6%[50 µM]	i	0.7	-11.0	713
CCOc1ccc2oc(C(=O)N3CCN(c4ccccn4)CC3)c(C)c2c1	1.8%[50 µM]	i	0.7	-30.7	652
NCCN1C(=O)S/C(=C\c2ccc3c(c2)OCO3)C1=O	0.0%	i	0.1	15.2	427
O=C(CN1C(=O)c2ccccc2C1=O)Nc1cccc(O)c1	0.3%	i	0.9	2.6	845
Cc1c(NC(=O)CSCc2ccco2)c(=O)n(-c2ccccc2)n1C	-0.3%	i	0.2	-1.4	784
O=C(Nc1ccc(Br)cc1)C1Cc2ccccc2O/C1=N\O (stereo unspecified)	1.2%[50 µM]	i	0.5	1.1	851
O=C(NCc1cccc(C(F)(F)F)c1)c1ccc(=O)[nH]c1	0.0%	i	0.6	-2.6	834
Cc1ccc(F)c(NC(=O)c2c(-c3ccccc3)noc2C)c1	1.5%[50 µM]	i	0.3	-6.0	726
CCOc1nc(C)cc(C)c1S(=O)(=O)c1cccc(Cl)c1	-0.4%	i	0.7	-18.3	858
CN1C(=O)N(C)C(c2ccccc2Cl)C2=C1CC(C)(C)CC2=O (stereo unspecified)	0.4%	i	0.5	-5.8	757
CCc1noc(C)c1C(=O)NC1CCCc2c1cnn2-c1ccc(C(C)(C)C)cc1 (stereo unspecified)	-1.0%[50 µM]	i	0.7	5.6	853
COc1ccc(NC(=O)CN(C)S(=O)(=O)c2ccc3c(c2)CC(C)N3C(C)=O)c(OC)c1 (stereo unspecified)	-0.1%	i	3.7	-8.5	673
CN1CCN(CC#Cc2ccccc2)CC1CCO (stereo unspecified)	0.8%	i	0.1	-9.4	769
CSCC[C@H](NC(=O)Cc1c(C)c2cc3c4c(oc3cc2oc1=O)CCCC4)C(=O)O	-1.6%[50 µM]	i	0.5	-4.2	849
COc1ccc(C=C2C=C(C(C)(C)C)C(=O)C(C(C)(C)C)=C2)cc1OC	-0.3%	?	.	-0.3	873
CC(Oc1ccccc1)C(=O)N=C1SC2CS(=O)(=O)CC2N1Cc1ccccc1 (stereo unspecified)	0.0%	i	0.9	-1.4	789
COc1cccc(-c2ccc(NC(=O)C3CCCN(Cc4cnc(N(C)C)s4)C3)cc2)c1 (stereo unspecified)	0.9%	i	0.5	-8.3	672
CN(C)c1ccc(C(C(=O)NC2CCCC2)N(Cc2cccnc2)C(=O)c2snc(C(N)=O)c2N)cc1 (stereo unspecified)	-0.4%	i	0.3	7.8	556
COc1ccc(S(=O)(=O)N2CCOCC2)c2ccccc12	-2.1%	i	0.5	-2.2	815
O=C(NCCc1nnc2ccc(SCC(=O)N3CCCC3)nn12)c1ccccc1	1.4%[50 µM]	i	0.2	3.4	825
COc1ccc(C(=O)NNS(=O)(=O)c2ccccc2)cc1OC	1.1%	i	0.5	-3.8	804
CC1COc2ccccc2N1C(=O)c1ccc(F)cc1 (stereo unspecified)	0.1%	i	0.2	11.9	643
COc1cc(NC(=O)c2sc3ncn(CC(=O)N4CCC(C)CC4)c(=O)c3c2C)cc(OC)c1OC	-1.4%	i	0.6	-8.5	686
O=C(C1CCN(c2nc(-c3ccccc3)nc3c2CCC3)CC1)N1CCCC1	0.3%[50 µM]	i	3.8	17.7	660
COc1ccccc1OCC(=O)Nc1c2c(nn1-c1ccc(F)cc1)CS(=O)(=O)C2	-0.1%	i	4.1	1.1	840
CC(=O)c1cccc(NCC(=O)Nc2cc(S(=O)(=O)N3CCCCC3)ccc2C)c1	1.3%[50 µM]	i	1.2	-36.1	678
COc1ccccc1OC(=O)c1cc2ccccc2oc1=O	0.3%	i	0.7	-2.0	819
O=C(CN1C(=O)C2C3C=CC(C3)C2C1=O)OCC(=O)c1ccc(Cl)cc1 (stereo unspecified)	2.7%	i	1.2	5.9	869
Cc1nccn1CCCNC(=O)C1CCC(=O)N(Cc2ccccc2F)C1 (stereo unspecified)	0.0%	i	0.7	2.2	677
COc1cccc(-c2c(C(=O)N/N=C/c3ccc(C)s3)nnn2-c2nonc2N)c1	0.0%	i	3.0	28.8	761
Cc1cccc(Nc2nc(-c3sc(C)nc3C)cs2)c1	0.4%	i	0.1	9.9	837
S=c1nc2ccccc2c2nc(-c3ccccc3Cl)[nH]n12	0.0%	i	0.4	-20.8	647
Clc1ccccc1N1CCN(Cc2ccco2)CC1	0.0%	i	0.2	-1.4	779
O=C(OCc1ccc([N+](=O)[O-])cc1)c1cnc(Cl)c(Cl)c1	0.1%	i	4.3	-32.6	818
Cc1ccc(OC(C)C(=O)Nc2ccccc2C(=O)N2CCN(C)CC2)cc1 (stereo unspecified)	0.3%[50 µM]	i	1.2	-14.1	775
COc1cc(C(C)=O)ccc1OCC(O)CN1CCN(c2ccccc2)CC1 (stereo unspecified)	-2.1%	i	0.9	-3.8	799
COc1ccc(C(=O)CCN2CCCC(C)C2)cc1 (stereo unspecified)	0.0%	i	1.1	5.0	817
CCOc1ccc(NC(=O)CC2S/C(=N/N=C3CCCCCC3)NC2=O)cc1 (stereo unspecified)	-0.2%[50 µM]	i	0.6	-1.8	824
COc1cccc(OC)c1NC(=O)C1CCCN1C(=O)Nc1cccc(Cl)c1 (stereo unspecified)	0.1%	i	0.2	-43.4	757
O=C(NC(=S)NCc1ccco1)c1cccc(Cl)c1	-0.2%	i	1.1	20.1	701
C=CCn1c2ccccc2c2n[nH]c(=S)nc21	1.2%	i	0.7	2.9	788
O=C(N/C(=C\c1cccc([N+](=O)[O-])c1)C(=O)N1CCOCC1)c1ccco1	0.3%	i	3.3	-6.2	820
O=C(NCc1ccco1)/C(=C/c1ccc([N+](=O)[O-])cc1)NC(=O)c1ccco1	0.0%	i	2.2	0.4	778

Complete entries from above. Screens in order: UTI89 phage lysis, Myeloid diff MLP, Myeloid diff MLP GFP+ MAC1+ %, Hep lipid drop, Hep lipid drop cells 6.5 µM
Shown for `CCCc1cc(=O)oc2cc(C)cc(OCC(=O)NCCN3CCOCC3)c12` → 0.1%, i, 0.0, -1.1, 741
Shown for `Cc1ccc2c(c1)N(CC(=O)N1CCCC(C)C1)C(=O)CO2` (stereo unspecified) → 0.5%, i, 3.2, -4.9, 835
Shown for `O=C(Nc1ccc(Br)cc1)C1Cc2ccccc2O/C1=N\O` (stereo unspecified) → 1.2%[50 µM], i, 0.5, 1.1, 851
Shown for `COc1cccc(CN(C)C(=O)c2ccc(NS(=O)(=O)c3ccc4[nH]c(=O)[nH]c4c3)cc2)c1OC` → 0.0%, i, 0.6, 6.9, 839

New compounds follow
SMILES	UTI89 phage lysis	Myeloid diff MLP	Myeloid diff MLP GFP+ MAC1+ %	Hep lipid drop	Hep lipid drop cells 6.5 µM
CCOC(=O)Cc1csc(NS(=O)(=O)c2cc(Cl)ccc2Cl)n1	1.1%	i	0.1	2.7	832
CC(C)(C)C(=O)N1CCN(CCN2C(=O)c3cccc4cccc(c34)C2=O)CC1	-0.8%	i	0.6	-7.2	786
COc1ccc(CCNC(=O)Cn2nc(C)c3c(C)n(-c4ccccc4)nc3c2=O)c(OC)c1	0.3%	i	1.0	7.2	679
CC(=O)N1c2ccccc2CCc2ccc([N+](=O)[O-])cc21	0.1%	i	0.4	-3.6	886
CCN(CC)C(=O)c1ccc(S(=O)(=O)c2ccccc2)cc1	0.0%	i	0.6	-2.2	802
Cc1nc(Nc2ccccc2F)c2nnn(Cc3ccccc3Cl)c2n1	0.0%	i	0.5	14.5	832
C=Cc1ccc(C(=O)N2CCCC(CCC(=O)N3CCN(c4ccccn4)CC3)C2)cc1 (stereo unspecified)	0.3%	i	3.0	22.7	696
